# Efflux pump mplx: antifungal efflux pump inhibition, Nile Red retention. inhibition, % at 10 µM. actives 0.44% (n = 330,000). AID 485275. S. cerevisiae Candida pump triplex;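 active = plate passing quality check with inhibition over a set limit, or well fluorescence over plate mean plus 4 SD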;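 also: Nile Red retained in pooled yeast measured as flow cytometry median fluorescence; 0% = buffer negative control and 100% = Enniatin B positive control; higher means more Nile Red kept so more efflux inhibition; some compounds called inactive have numbers as strong as hits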
# core dimer inh: HCV core protein dimerization inhibition; TR-FRET GST/Flag-core106 dimerization, 1536-well; inhibition, % at 5 µM; actives 0.33% (n = 300,000);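 active = inhibition above the mean of all tested compounds plus 3 SD, set per screening campaign, cut at about 45% in these data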
#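 System: GST-tagged and Flag-tagged HCV core protein residues 1-106 / Input: core106 proteins, GST 13.5 nM and Flag 17 nM / Buffer or medium: KF-containing HEPES buffer, pH 7.45, DTT, CHAPS, BSA / Probe or stimulus: Eu-anti-GST and XL665-anti-Flag labelled anti-tag antibodies / Schedule: 4 h, 22.5 °C incubation / Technique: TR-FRET 671 and 617 nm emission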
# GASC-1 inh: inhibitors of human GASC-1 (JMJD2C) demethylase; GST-JMJD2C(1-420) H3K9me3 demethylation, DELFIA europium; inhibition, % at 2.35 µM; actives 0.069% (n = 330,000);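 active = more than half of a compound's replicate wells show inhibition beyond 50%, single wells judged on their own value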;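 also: signal counts dimethyl H3K9 product captured on neutravidin plate; 0% = median of DMSO wells and 100% = 0.3 times that DMSO median; strong numbers were not always called active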
# Target sequence (Q9H3R0 1-420 limits assumed): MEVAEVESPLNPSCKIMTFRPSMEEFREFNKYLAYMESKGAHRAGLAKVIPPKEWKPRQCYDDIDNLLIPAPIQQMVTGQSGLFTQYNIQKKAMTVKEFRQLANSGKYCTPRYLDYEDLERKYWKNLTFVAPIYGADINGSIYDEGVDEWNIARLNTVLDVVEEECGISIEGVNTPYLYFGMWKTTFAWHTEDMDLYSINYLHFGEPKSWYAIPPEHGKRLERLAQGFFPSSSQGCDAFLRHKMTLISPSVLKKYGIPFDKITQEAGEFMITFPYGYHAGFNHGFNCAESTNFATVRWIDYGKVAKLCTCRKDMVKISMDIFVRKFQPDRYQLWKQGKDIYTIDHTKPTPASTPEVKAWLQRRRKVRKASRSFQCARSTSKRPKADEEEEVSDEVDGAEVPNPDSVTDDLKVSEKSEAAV
# PP5 inh: blocks human protein phosphatase 5 activity | P53041 | purified PP5c, OMFP substrate fluorescence | inhibition, % at 6.7 µM | actives 0.18% (n = 320,000) | AID 1987;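 active = inhibition above the campaign's mean inhibition across all tested compounds plus 3 SD, cut at about 9.5% in these data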;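 also: 0% = DMSO only and 100% = 100 µM cantharidin control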
# Target sequence (P53041 whole entry, looked up): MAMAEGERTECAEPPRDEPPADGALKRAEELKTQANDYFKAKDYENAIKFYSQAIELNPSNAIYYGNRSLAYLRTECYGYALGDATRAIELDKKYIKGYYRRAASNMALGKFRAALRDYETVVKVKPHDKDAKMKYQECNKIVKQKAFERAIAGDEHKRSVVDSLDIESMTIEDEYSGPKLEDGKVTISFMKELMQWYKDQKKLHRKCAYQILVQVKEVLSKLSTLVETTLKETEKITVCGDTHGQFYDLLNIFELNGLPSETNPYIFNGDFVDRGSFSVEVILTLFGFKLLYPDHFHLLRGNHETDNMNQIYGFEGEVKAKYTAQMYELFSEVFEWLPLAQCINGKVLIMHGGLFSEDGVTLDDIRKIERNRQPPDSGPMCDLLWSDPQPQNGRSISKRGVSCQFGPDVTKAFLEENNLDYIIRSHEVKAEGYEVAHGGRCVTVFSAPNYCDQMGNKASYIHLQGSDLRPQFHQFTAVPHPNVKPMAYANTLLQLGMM
# procasp3 activ: activators of human procaspase-3 | AID 463141 | recombinant procaspase-3 D3A, Ac-DEVD-pNA absorbance 405 nm | activation, % at 8.5 µM | actives 0.11% (n = 330,000) | P42574;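 active = activation above the mean of all tested compounds plus 3 SD, cut at about 21% in these data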;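 also: 0% = DMSO alone and 100% = DMSO wells spiked with extra 5 µM PC-3 D3A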
#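 Test system: Procaspase-3 D3A mutant; medium: Zinc-free HEPES/NaCl buffer with 0.01% Triton X-100 at pH 7.4; reagent: DEVD-pNA substrate; doses: one concentration, 8.5 µM nominal, 0.8% DMSO; times: 1 h preincubation plus 2 h reaction at 25 °C; signal: Epi-absorbance at 405 nm of released p-nitroaniline, 0 and 120 min; replicates: singlicate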
# Fh CTSL1 inh: counter-screen for PFM18AAP inhibitors: inhibitors of F. hepatica cathepsin L1; inhibition, % at 5.96 µM; recombinant F. hepatica cathepsin L1, Z-Leu-Arg-MCA fluorescence; actives 0.49% (n = 300,000);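 active = inhibition above the mean of all tested compounds plus 3 SD, set per screening campaign, cut at about 17% in these data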;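 also: 0% = plate median of test compound wells and 100% = 1 µM Z-Phe-Ala-diazomethylketone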
# PP1 inh: PP1-alpha (human) inhibition in PP5 counter-screen; P62136; purified PP1alpha, OMFP fluorescence; inhibition, % at 6.7 µM; actives 0.9% (n = 320,000);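 active = inhibition above the mean inhibition of all tested compounds plus 3 SD, computed separately for each screening campaign, cut at about 15% in these data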
# procasp7 counter: counter-screen: procaspase-7 (human) activation | P55210 | recombinant procaspase-7, Ac-DEVD-pNA absorbance 405 nm; D23A/D198A/D206A triple mutant, cannot self-cleave; scale: DMSO 0, 5 µM enzyme 100 | activation, % at 8.5 µM | actives 0.093% (n = 330,000) | AID 463210;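 active = percent activation above the screen-wide mean plus 3 SD, cut at about 25% in these data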
#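 Assay system: Uncleavable procaspase-7 mutant enzyme; Input: 2 µM procaspase-7 mutant as dispensed; Also added: DEVD-pNA substrate; Medium: Zinc-free HEPES pH 7.4 with 300 mM NaCl, 0.01% Triton X-100; Timing: 1 h compound preincubation, 2 h substrate cleavage, 25 °C; Measured by: Epi-absorbance of released pNA at 405 nm, two timepoints.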
# TPT1 inhibitor: C. albicans TPT1 enzyme inhibition; recombinant caTPT1, FP RNA substrate dephosphorylation; inhibition, % at 5 µM; actives 0.81% (n = 300,000); AID 1962;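 active = inhibition above the mean of all tested compounds plus 3 SD, set per screening campaign, cut at about 24% in these data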;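 also: plate controls were DMSO alone for no effect and ferristatin control at 100 nM for full effect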
# * = called active by the depositor; . = not tested or not shown.
compound	Efflux pump mplx	core dimer inh	GASC-1 inh	PP5 inh	procasp3 activ	Fh CTSL1 inh	PP1 inh	procasp7 counter	TPT1 inhibitor
O=C(CCS(=O)(=O)c1ccc(Br)cc1)N1CCC2(CC1)OCCO2	0.0	-3	1	2.7	13	-2	-8	6	1
Cc1nc2ccc(Cl)cc2c(=O)n1-c1ccccc1Cl	0.2	-5	-35	0.8	-9	-2	-2	-1	-5
CCC12CN3CCN(CC(C3)/C1=N\O)C2	-0.1	-1	2	0.8	6	-3	0	-2	2
CCC(=NCc1cccnc1)c1c(O)n(-c2ccc(C)cc2)c(=O)[nH]c1=O	0.0	-2	5	1.0	-14	-5	0	-2	-1
C#CCOc1cc(C2C3=C(COC3=O)Nc3cc4c(cc32)OCO4)ccc1OC (centres undefined)	0.4	-4	-12	-0.2	9	0	-1	7	-1
CNC(=O)Oc1ccc2c(c1)C(=O)c1ccccc1CO2	0.1	-1	-2	1.8	-3	21*	-1	2	-2
CC(=O)OC1N=C(c2ccccc2Cl)c2cc(Br)ccc2N(C)C1=O (centres undefined)	-0.1	-1	45	0.0	0	-16	0	4	0
CC[N+]12CCC(CC1)C(=C(c1ccccc1)c1ccccc1)C2	-0.5	-7	-7	-0.3	-1	3	-1	11	-2
CCOc1c(Cl)cc(CNC(C)C(O)c2ccccc2)cc1OC (centres undefined)	0.0	-6	1	0.1	6	0	-3	3	1
O=C(N/N=C/c1c(O)n(Cc2ccc(F)cc2)c(=O)[nH]c1=O)c1ccccc1O	0.0	2	17	4.2	-6	1	21*	-32	9
CC1N=C(c2ccccc2)c2cc(Br)ccc2NC1=O (centres undefined)	-0.3	0	2	-1.5	3	1	-2	9	-2
Cc1cc(OCC(=O)NCC2CCC(C(=O)O)CC2)c2c3c(c(=O)oc2c1)CCC3 (centres undefined)	-0.1	0	0	-0.4	-2	4	-1	-5	-3
CC12CN3CC(C)(CN(C1)C3c1cccnc1)C2=O (centres undefined)	-0.1	-2	8	-0.3	4	-1	-6	0	-1
CCN1C(=O)NC(=O)/C(=C\c2ccc(N3CCOCC3)cc2OC)C1=O	0.1	3	-5	1.7	-13	-2	-4	-18	5
CCOc1ccc(N2C(=O)CC(=O)NC2=O)cc1	0.0	-13	8	0.4	-4	1	-5	-19	9
CCN1CCN(c2cc(N3CCCC3)c([N+](=O)[O-])cc2F)CC1	3.4	2	4	0.6	-1	-1	-1	-4	-3
CCC(=NCCCn1ccnc1)c1c(O)n(-c2ccccc2)c(=O)[nH]c1=O	-0.1	0	-1	-1.4	8	-4	-2	4	1
CN(C)CC1CSCCC1(O)c1ccc(C(F)(F)F)cc1 (centres undefined)	1.2	4	-8	1.4	-2	2	-3	-5	-1
Clc1ccc(C(Cl)(Cl)Cl)c(Cl)c1	-0.2	.	0	1.8	7	.	-1	11	.
CCOc1ccc(N2C(=O)NC(=O)/C(=C\c3ccccc3[N+](=O)[O-])C2=O)cc1	0.0	1	-13	0.2	-4	0	-6	-12	3
CC(C)C[C@H]1C(=O)N2CCCC2[C@]2(O)O[C@](NC(=O)[C@@H]3C=C4c5cccc6[nH]cc(c56)CC4N(C)C3)(C(C)C)C(=O)N12 (some centres undefined)	-0.1	41	-6	1.9	-4	31*	11	4	-5
CCCN1CCC[C@@H]2Cc3[nH]ncc3C[C@H]21	0.0	4	4	1.1	3	-1	0	-4	-1
c1ccc(CCNC2CCCCCC2)cc1	0.4	-10	-2	0.2	0	-2	-1	1	-1
O=P(C(Cl)Cl)(N1CCOCC1)N1CCOCC1	0.0	-3	-8	0.4	-2	-4	-3	12	-4
CCCCn1c(O)c(C(CC)=Nc2ccc(OCC)cc2)c(=O)[nH]c1=O	0.1	13	6	1.1	-4	0	9	0	1
Cc1ccc(-n2c(O)c(C=Nc3ccccc3N)c(=O)[nH]c2=O)cc1C	-0.1	-1	-3	-0.6	-8	-1	4	-31	5
O=c1[nH]c(=O)n(CCC2=CCCCC2)c(O)c1C=NCCN1CCNCC1	0.1	4	-11	-1.0	0	-1	4	7	27*
CN(CC#CCN1CCCC1)C(=O)c1cccc(Cl)c1	.	-13	8	-1.9	6	2	-3	-2	-4
O=C(COC(=O)Cc1ccccc1)NC(=O)NC1CCCCC1	0.1	0	0	-2.4	-5	-8	0	0	-1
C=CCn1c(O)c(C(CC)=Nc2ccc(N(C)C)cc2)c(=O)[nH]c1=O	0.0	0	7	0.2	-8	-2	0	-16	1
Cc1ccc(-n2c(C)cc(/C=C3/C(=O)NC(=O)N(Cc4ccco4)C3=O)c2C)cc1	-0.1	21	3	0.0	4	0	5	-19	19
COc1ccc(P2(=O)Nc3ccccc3N2)cc1	0.1	-8	-3	1.5	-22	-3	2	-17	-19
CCCN1CCO[C@@H]2c3cc(O)ccc3OC[C@H]21	0.1	10	.	-1.1	6	-2	-2	2	-3
O=c1[nH]c(=O)n(C2CCCCC2)c(O)c1C1NCCc2ccccc21 (centres undefined)	0.0	7	8	2.8	-20	-4	1	-28	5
O=c1c2ccccc2nc(-c2ccc(Cl)cc2Cl)n1-c1nccs1	0.2	5	7	-0.5	-8	1	0	-26	0
Cn1c(O)c(C=Nc2ccccc2-c2ccccc2)c(=O)n(C)c1=O	0.1	2	-1	0.6	8	-2	-2	5	-2
Cc1c(C=O)c2ccccc2n1Cc1ccc([N+](=O)[O-])cc1	0.0	2	-2	1.7	-6	-1	-3	-8	-1
COc1cccc(NC2=NCCCS2)c1	0.0	-3	6	-1.0	2	-6	5	6	-1
O=P1(Oc2ccccc2)OCCCS1 (centres undefined)	-0.1	-2	-9	0.0	-8	-4	-3	1	-2
CCN1CCC2(CCNC2)C1 (centres undefined)	0.0	-1	13	-0.2	10	-2	0	7	-2
C[C@@H]1C[C@H]2OC(=O)C3(CO3)[C@H]2[C@H](O)[C@]2(C)C(=O)C3OC3[C@@H]12 (some centres undefined)	0.2	-5	-1	-0.4	-2	-1	-6	-4	1
COC(=O)C1=C(c2cccc(Cl)c2)C[C@@H]2CC[C@H]1N2C(=O)N1CCCC1	-0.1	.	-4	0.3	1	.	-2	-8	.
O=C(CN1CCCCC1)c1ccccc1Cl	0.1	-2	-2	-1.6	7	4	-5	-10	-4
O=C(CCC(=O)N1C[C@H]2C[C@@H](C1)c1cccc(=O)n1C2)NCc1ccc(F)cc1	-0.1	.	10	1.0	2	.	-4	11	.
CC1CN(O)C2CCc3nonc3C12O (centres undefined)	0.1	-1	-5	1.9	-12	4	7	-4	-5
Cc1cc(N(CCCl)CCCl)ccc1/C=N/N=C(\N)c1cnccn1	0.1	-7	10	1.6	-3	4	1	-12	4
CN1C(=O)C(O)N=C(c2ccccc2)c2ccccc21 (centres undefined)	0.0	0	-7	-3.5	1	-2	-1	1	-5
C[C@]12CCC3C(CC[C@H]4C[C@@H](O)CC[C@]34C)[C@H]1CC[C@H]2O (some centres undefined)	0.1	.	-5	.	-2	.	.	1	.
CCc1ccc(OCCCN=C(C)c2c(O)n(C)c(=O)n(C)c2=O)cc1	-0.1	5	-6	-0.3	-1	2	-2	10	0
Cc1cccc(N2C(=O)NC(=O)/C(=C/c3ccc(N4CCOCC4)cc3)C2=O)c1	-0.1	-2	36	-0.8	-10	2	-1	0	4
COC(=O)C1=C(c2ccc(F)cc2OCc2ccccc2)C[C@@H]2CC[C@H]1N2C(=O)N1CCC(C)CC1	0.1	.	.	2.6	4	.	6	4	.
Cc1cccc(OCC(=O)N2CCN(Cc3ccc4c(c3)OCO4)CC2)c1	-0.2	-4	5	2.8	-8	-4	3	15	-1
COC(=O)C1=C(c2ccccc2)C[C@@H]2CC[C@H]1N2C(=O)NCc1ccco1	-0.2	-6	-8	2.8	-5	-3	3	-4	-4
CC[N+](C)(CC)CCCCOc1ccc2c(c1)C(=O)c1cc(OCCCC[N+](C)(CC)CC)ccc1-2	0.0	-7	-12	1.4	-7	-2	-5	-12	-2
CCCc1cc(=O)oc2cc(OCC(=O)N3CCC(C(=O)O)(c4ccccc4)CC3)ccc12	-0.1	2	1	-0.5	3	1	0	12	-3
O=c1[nH]c(=O)n(Cc2ccc(F)cc2)c(O)c1C=NCCCn1ccnc1	-0.1	-5	4	2.5	-9	-2	4	7	-2
CCCCN1CCC(O)(c2ccccc2)C(C(=O)c2ccccc2)C1 (centres undefined)	-0.1	3	0	1.6	0	4	-5	8	-2
O=C(c1ccc(Cl)cc1)C12CN3CN(CN(C3)C1)C2	-0.1	-1	7	-1.9	2	2	-1	7	2
CCCCn1c(=O)c(C(=O)Nc2ccsc2C(=O)OC)c(O)c2ccccc21	0.0	-9	25	0.8	3	-4	-5	-2	0
COc1cccc(CCNCc2cccc(C(F)(F)F)c2)c1	0.0	-3	1	2.3	2	6	0	-6	1

# Remaining list, next part
compound	Efflux pump mplx	core dimer inh	GASC-1 inh	PP5 inh	procasp3 activ	Fh CTSL1 inh	PP1 inh	procasp7 counter	TPT1 inhibitor
O=C(c1ccc(CS(=O)(=O)c2ccccc2)o1)N1CCC2(CC1)OCCO2	-0.3	2	-6	-1.0	-4	-1	-1	7	-4
CSc1nc(N)c(N=Nc2ccc([As](=O)(O)O)cc2)c(=O)[nH]1	0.1	-5	2	1.7	-6	1	6	-7	-1
CSc1ncc(Cl)c(C(=O)O)n1 (tested in a mixture with another compound)	-0.2	-7	1	-0.4	-7	3	-1	6	-6
COc1ccc(CCNCc2ccc(Br)cc2)cc1OC	0.0	4	-6	2.3	-8	-1	1	8	-5
Clc1ccc2nc3c(c(-c4ccccc4)c2c1)CNCC3	-0.2	-5	-5	-3.1	1	0	1	3	1
Cc1nc2ccccc2c(=O)n1-c1ccccn1	-0.1	0	-4	-1.5	-1	5	-5	10	-1
COc1ccc(CNC(=O)CCC(=O)N2C[C@H]3C[C@H](C2)c2cccc(=O)n2C3)cc1OC	0.1	2	0	2.1	-1	-6	-5	-8	2
CCOc1ccccc1N1C(=O)NC(=O)/C(=C/c2ccc3c4c(cccc24)CC3)C1=O	0.1	6	4	1.3	-3	-2	0	-7	21
CC(Cc1ccccc1)NC(=O)NC(C)Cc1ccccc1 (centres undefined)	0.6	2	5	2.3	-8	2	7	13	0

# High-throughput results as filed in PubChem.

# A portion of the library; the hit share may differ from the screen's.
